Growth percent in the NCI-60 one-dose screen (48 h, 10 µM unless noted): 100 = growth as untreated, 0 = no growth, -100 = all killed.
UO-31 – UO-31 renal cancer. 5.2% of 81,000 active. AID 1794768
ACHN – ACHN renal cancer; AID 1794771; 4.9% of 81,000 active
786-0 – 786-0 renal cancer cells | 5.1% of 81,000 active | AID 1794775
TK-10 – TK-10 renal cancer cells. 3.9% of 81,000 active. AID 1794769
SK-OV-3 – SK-OV-3 ovarian cancer cells; AID 1794785; 3.2% of 80,000 active
RXF 393 – RXF 393 renal cancer cells | 6.9% of 77,000 active
IGROV1 – IGROV1 ovarian cancer; 4.7% of 79,000 active
SN12C – SN12C renal cancer cells; 3.8% of 81,000 active
* marks the source's active call; other numbers are inactive results. Rule for the calls: active = growth percent below 10; inactive = the rest.

Results for O=C(NCc1ccccc1)c1ccc2c(c1)NC(=O)[C@H]1CCCN21 ?
UO-31: 90; ACHN: 99; 786-0: 105; TK-10: 102; SK-OV-3: 108; RXF 393: 105; IGROV1: 104; SN12C: 103

How did CC1(C)S(=O)(=O)OCCOS1(=O)=O do in these assays?
ACHN: 106; 786-0: 102; TK-10: 93; SK-OV-3: 111; RXF 393: 114; IGROV1: 108; SN12C: 101

What do the screens show for `Cc1cccc(-n2c(SCC(=O)Nc3ccc(S(=O)(=O)Nc4cc(C)on4)cc3)nc3ccccc3c2=O)c1`?
UO-31: 85; ACHN: 94; 786-0: 100; TK-10: 105; SK-OV-3: 105; RXF 393: 109; IGROV1: 101; SN12C: 98

How did Cc1ncc(C[n+]2csc(CCOC(=O)C(Cl)Cl)c2C)c(N)n1 do in these assays?
UO-31: 88; ACHN: 108; 786-0: 108; TK-10: 93; SK-OV-3: 102; RXF 393: 106; IGROV1: 113; SN12C: 102

How did N#Cc1nc(-c2ccccc2)oc1S(=O)(=O)N1CCCCC1 do in these assays?
UO-31: -82*; ACHN: -93*; 786-0: 25; SK-OV-3: 132; RXF 393: -72*; IGROV1: 20; SN12C: 62

Results for Cc1cc(Cc2cc(C)cc(C(C)(C)C)c2O)c(O)c(C(C)(C)C)c1 ?
UO-31: 43; ACHN: 34; 786-0: 57; TK-10: 53; SK-OV-3: 52; RXF 393: 41; IGROV1: 48; SN12C: 28

What do the screens show for `O=C(Cn1cc(CN2CCN(c3ccnc4cc(Cl)ccc34)CC2)nn1)Nc1ccc(F)cc1`?
UO-31: 68; ACHN: 14; 786-0: 108; TK-10: 93; SK-OV-3: 72; RXF 393: 81; IGROV1: 96; SN12C: 102

How did COc1ccccc1-n1c(-c2sc(NC(C)=O)nc2C)n[nH]c1=S do in these assays?
UO-31: 70; ACHN: 108; 786-0: 106; TK-10: 130; SK-OV-3: 109; RXF 393: 107; IGROV1: 106; SN12C: 101

What do the screens show for `COc1ccc(NCc2cn(-c3ccc(C(=O)O)cc3)nc2-c2ccc(C(=O)O)cc2)cc1`?
UO-31: 88; ACHN: 114; 786-0: 107; TK-10: 97; SK-OV-3: 101; RXF 393: 110; IGROV1: 108; SN12C: 115

How did COc1ccc(-c2n[nH]c(=O)c3c2sc2ncc(-c4ccc(Br)cc4)n23)cc1 do in these assays?
UO-31: 75; ACHN: 93; 786-0: 104; TK-10: 130; SK-OV-3: 93; RXF 393: 132; IGROV1: 78; SN12C: 92

Results for CCCCCC(=O)NCCC(=O)c1ccccc1 ?
UO-31: 96; ACHN: 104; 786-0: 103; TK-10: 99; SK-OV-3: 99; RXF 393: 105; IGROV1: 106; SN12C: 110

How did CCc1ccc2nc(NC(=O)Cc3ccc(NC(C)=O)cc3)sc2c1 do in these assays?
UO-31: 69; ACHN: 96; 786-0: 96; TK-10: 95; SK-OV-3: 109; RXF 393: 123; IGROV1: 97; SN12C: 100

Results for Cc1ccccc1-c1cc(Cc2ccccc2O)c(=O)[nH]n1 ?
UO-31: 71; ACHN: 95; 786-0: 99; TK-10: 130; SK-OV-3: 253; RXF 393: 140; IGROV1: 87; SN12C: 97

Results for CCN(CC)CCCC(C)Nc1ncnc2cc(Cl)ccc12 (centres undefined) ?
UO-31: 94; ACHN: 98; 786-0: 107; TK-10: 104; SK-OV-3: 109; RXF 393: 103; IGROV1: 103; SN12C: 98

What do the screens show for `N#CC(C#N)N=Nc1ccc(S(=O)(=O)N=C(N)N)cc1`?
UO-31: 86; ACHN: 102; 786-0: 106; TK-10: 97; SK-OV-3: 103; RXF 393: 104; IGROV1: 102; SN12C: 97

How did CCOC(=O)c1cc(C(O)C(O)C(O)CO)oc1C (centres undefined) do in these assays?
UO-31: 87; ACHN: 102; 786-0: 93; TK-10: 104; SK-OV-3: 99; RXF 393: 104; IGROV1: 103; SN12C: 102

What do the screens show for `CC(=O)CSC(C)=O`?
UO-31: 91; ACHN: 98; 786-0: 102; TK-10: 122; SK-OV-3: 110; RXF 393: 109; IGROV1: 99; SN12C: 100

What do the screens show for `COC(=O)c1c2c(c(C)[n+]([O-])c1C)C(=O)C=C(NCc1ccccc1)C2=O`?
UO-31: -14*; ACHN: -29*; 786-0: 4.6*; TK-10: 18; RXF 393: -25*; IGROV1: -57*; SN12C: -89*

What do the screens show for `N#Cc1c(NC(=O)c2cccs2)[n+]([O-])c2cc(C(F)(F)F)ccc2[n+]1[O-]`?
UO-31: 80; ACHN: 102; 786-0: 114; TK-10: 104; SK-OV-3: 97; RXF 393: 109; IGROV1: -54*; SN12C: 108

Results for CC1CCCN(CCCCCOc2ccc3oc4ccccc4c(=O)c3c2)C1 (centres undefined) ?
UO-31: 61; ACHN: 99; 786-0: 70; TK-10: 82; SK-OV-3: 100; RXF 393: 61; IGROV1: 67; SN12C: 64

How did COC1=C(NC(C)(C)C)C(=O)C(OC)=C(NC(C)(C)C)C1=O do in these assays?
UO-31: 81; ACHN: 110; 786-0: 104; TK-10: 107; SK-OV-3: 87; RXF 393: 114; IGROV1: 98; SN12C: 92

How did c1ccc(CCNc2ccnc3ccccc23)cc1 do in these assays?
UO-31: 47; ACHN: 72; 786-0: 82; TK-10: 118; SK-OV-3: 86; RXF 393: 90; IGROV1: 101; SN12C: 84

Results for C(=N\Nc1nnc2n1N=C(c1ccccc1)CS2)/c1ccccc1 ?
UO-31: 84; ACHN: 102; 786-0: 98; TK-10: 98; SK-OV-3: 110; RXF 393: 84; IGROV1: 100; SN12C: 107

What do the screens show for `O=C1CN(Cc2ccc(C(=O)NO)cc2)C(=O)[C@@H](Cc2c[nH]c3ccccc23)N1`?
UO-31: 91; ACHN: 104; 786-0: 83; TK-10: 103; SK-OV-3: 97; RXF 393: 105; IGROV1: 101; SN12C: 100

Results for CCOC(=O)C1=C(C)Nc2nc3ccccc3n2C1c1cccs1 (centres undefined) ?
UO-31: 83; ACHN: 93; 786-0: 100; TK-10: 114; SK-OV-3: 115; RXF 393: 107; IGROV1: 94; SN12C: 101

Results for O=C(C1=C(O)C(=O)N(Cc2cccnc2)C1c1cccc(Oc2ccccc2)c1)c1ccco1 (centres undefined) ?
UO-31: 67; ACHN: 113; 786-0: 90; TK-10: 85; SK-OV-3: 117; RXF 393: 88; SN12C: 107

What do the screens show for `O=C(CCN1C(=O)/C(=C/c2ccc(O)cc2)SC1=S)Nc1cccc(O)c1`?
UO-31: 75; ACHN: 90; 786-0: 105; TK-10: 102; SK-OV-3: 77; RXF 393: 83; IGROV1: 95; SN12C: 97

What do the screens show for `CN(C)c1ccc(/C=C2\S/C(=N\N=C(c3ccccc3)c3ccccc3)NC2=O)cc1`?
UO-31: 74; ACHN: 91; 786-0: 97; TK-10: 105; SK-OV-3: 94; RXF 393: 108; IGROV1: 95; SN12C: 100

What do the screens show for `NC(COCc1ccccc1)C(=O)O` (centres undefined)?
UO-31: 91; ACHN: 96; 786-0: 99; TK-10: 99; SK-OV-3: 103; RXF 393: 101; IGROV1: 109; SN12C: 96

Results for O=C1[C@H]2Cc3c([nH]c4ccccc34)[C@@H](c3ccc(Cl)cc3)N2C(=O)CN1C1CCN(Cc2ccccc2)CC1 ?
UO-31: 26; ACHN: 41; 786-0: 64; TK-10: 82; SK-OV-3: 80; RXF 393: 41; IGROV1: 33; SN12C: 46

The closing 2 compounds of the part before are carried over, then new ones follow.
What do the screens show for `NC(COCc1ccccc1)C(=O)O` (centres undefined)?
UO-31: 91; ACHN: 96; 786-0: 99; TK-10: 99; SK-OV-3: 103; RXF 393: 101; IGROV1: 109; SN12C: 96

Results for O=C1[C@H]2Cc3c([nH]c4ccccc34)[C@@H](c3ccc(Cl)cc3)N2C(=O)CN1C1CCN(Cc2ccccc2)CC1 ?
UO-31: 26; ACHN: 41; 786-0: 64; TK-10: 82; SK-OV-3: 80; RXF 393: 41; IGROV1: 33; SN12C: 46

How did N#Cc1c(-c2ccc(Cl)cc2)nc(SCC(=O)NNc2ncnc3ccccc23)[nH]c1=O do in these assays?
UO-31: 75; ACHN: 95; 786-0: 106; TK-10: 187; SK-OV-3: 101; RXF 393: 114; IGROV1: 81; SN12C: 101

How did CCCCNC(=O)c1ccc(Cn2c(CCCC)nc3c(N)nc4ccccc4c32)cc1 do in these assays?
UO-31: 54; ACHN: 86; 786-0: 68; TK-10: 96; SK-OV-3: 101; RXF 393: 67; IGROV1: 66; SN12C: 87

How did COc1cccc(C(=O)Nc2ccc(-c3nc4ccccc4[nH]3)cc2)c1 do in these assays?
UO-31: 58; ACHN: 85; 786-0: 76; TK-10: 81; SK-OV-3: 98; RXF 393: 92; IGROV1: 92; SN12C: 94

Results for CC(C)OC(=O)Nc1cccc(C#N)c1 ?
UO-31: 98; ACHN: 112; 786-0: 98; TK-10: 110; SK-OV-3: 121; RXF 393: 103; IGROV1: 114; SN12C: 100

How did OCCOc1ccc(-c2cc(-c3ccccn3)nc(-c3ccccn3)c2)cc1 do in these assays?
UO-31: -14*; ACHN: 3.0*; 786-0: 1.6*; TK-10: 28; SK-OV-3: 18; RXF 393: 2.5*; IGROV1: -18*; SN12C: 12

Results for O=C(CCN1CC2CCC(CC2)C1)c1cccc2ccccc12 ?
UO-31: 67; ACHN: 108; 786-0: 98; TK-10: 111; SK-OV-3: 105; RXF 393: 110; IGROV1: 109; SN12C: 110

Results for N#Cc1cccc(-c2nc(N3CCOCC3)c3ccccc3n2)c1 ?
UO-31: 70; ACHN: 88; 786-0: 93; TK-10: 84; SK-OV-3: 104; RXF 393: 87; IGROV1: 90; SN12C: 93

What do the screens show for `COc1cccc(C(=O)O)c1OS(=O)(=O)c1ccc(C)cc1`?
UO-31: 93; ACHN: 95; 786-0: 103; TK-10: 103; SK-OV-3: 108; RXF 393: 95; IGROV1: 112; SN12C: 100

Results for CN1c2ccccc2[C@]2(Cc3ccccc3)Cc3ccccc3N[C@H]12 ?
UO-31: 73; ACHN: 103; 786-0: 106; TK-10: 114; SK-OV-3: 122; RXF 393: 112; IGROV1: 89; SN12C: 109

What do the screens show for `Cc1ccc(C(=O)CSc2nc(-c3ccc(Br)cc3)c(C#N)c(=O)[nH]2)cc1`?
UO-31: 88; ACHN: 110; 786-0: 99; TK-10: 103; SK-OV-3: 104; RXF 393: 99; IGROV1: 99; SN12C: 100

What do the screens show for `C=C(c1ncc(C(=O)O)cn1)c1cc2c(cc1C)C(C)(C)CCC2(C)C`?
UO-31: 102; ACHN: 102; 786-0: 109; TK-10: 132; SK-OV-3: 93; RXF 393: 105; IGROV1: 111; SN12C: 95

What do the screens show for `COC(=O)/C=C/C(=N/Nc1ccccc1)c1ccccc1`?
UO-31: 68; ACHN: 97; 786-0: 90; TK-10: 92; SK-OV-3: 99; RXF 393: 108; IGROV1: 89; SN12C: 96

What do the screens show for `O=C(CCl)N1c2ccccc2Sc2c1ccc1ccccc21`?
UO-31: 70; ACHN: 79; 786-0: 89; TK-10: 119; SK-OV-3: 106; RXF 393: 70; IGROV1: 34; SN12C: 74

What do the screens show for `Oc1nc(Nc2nccs2)sc1/C=c1\ccc2c(c1)N=CC=2`?
UO-31: 69; ACHN: 64; 786-0: 78; TK-10: 131; SK-OV-3: 90; RXF 393: 86; IGROV1: 64; SN12C: 61

What do the screens show for `O=C1CC(c2ccccc2)C(c2ccccc2)=NN1` (centres undefined)?
UO-31: 77; ACHN: 100; 786-0: 99; TK-10: 95; SK-OV-3: 94; RXF 393: 117; IGROV1: 98; SN12C: 96

How did CCc1cc2n(n1)-c1ccc(C(=O)OC)cc1Oc1ccccc1-2 do in these assays?
UO-31: 64; ACHN: 88; 786-0: 107; TK-10: 106; SK-OV-3: 89; RXF 393: 118; IGROV1: 79

Results for C=C(C=O)C1CCC2(C(=O)O)CCC3(C)C(CCC4C5(C)CCC(O)C(C)(C)C5CCC43C)C12 (centres undefined) ?
UO-31: -69*; ACHN: -65*; 786-0: -37*; TK-10: 51; SK-OV-3: 51; RXF 393: -64*; IGROV1: 6.6*; SN12C: 22

How did O=C(CCCCCCCCC(=O)c1ccccc1)c1ccccc1 do in these assays?
UO-31: 81; ACHN: 104; 786-0: 105; TK-10: 98; SK-OV-3: 115; RXF 393: 116; IGROV1: 112; SN12C: 105

What do the screens show for `COc1ccccc1-n1cc(C#N)c(N)c1C(=O)c1ccc(C#N)cc1`?
UO-31: 86; ACHN: 105; 786-0: 104; TK-10: 107; SK-OV-3: 103; IGROV1: 104; SN12C: 99

How did CC1(C)CC(=O)C2=C(C1)N(c1ccc(OC(F)(F)F)cc1)C(N)=C(C#N)C2c1ccccc1Br (centres undefined) do in these assays?
UO-31: 79; ACHN: 70; 786-0: 71; TK-10: 88; SK-OV-3: 78; RXF 393: 58; IGROV1: 51; SN12C: 74

Entries above containing two or more sulfur atoms:
How did CC1(C)S(=O)(=O)OCCOS1(=O)=O do in these assays?
ACHN: 106; 786-0: 102; TK-10: 93; SK-OV-3: 111; RXF 393: 114; IGROV1: 108; SN12C: 101

What do the screens show for `Cc1cccc(-n2c(SCC(=O)Nc3ccc(S(=O)(=O)Nc4cc(C)on4)cc3)nc3ccccc3c2=O)c1`?
UO-31: 85; ACHN: 94; 786-0: 100; TK-10: 105; SK-OV-3: 105; RXF 393: 109; IGROV1: 101; SN12C: 98

How did COc1ccccc1-n1c(-c2sc(NC(C)=O)nc2C)n[nH]c1=S do in these assays?
UO-31: 70; ACHN: 108; 786-0: 106; TK-10: 130; SK-OV-3: 109; RXF 393: 107; IGROV1: 106; SN12C: 101

What do the screens show for `O=C(CCN1C(=O)/C(=C/c2ccc(O)cc2)SC1=S)Nc1cccc(O)c1`?
UO-31: 75; ACHN: 90; 786-0: 105; TK-10: 102; SK-OV-3: 77; RXF 393: 83; IGROV1: 95; SN12C: 97

What do the screens show for `Oc1nc(Nc2nccs2)sc1/C=c1\ccc2c(c1)N=CC=2`?
UO-31: 69; ACHN: 64; 786-0: 78; TK-10: 131; SK-OV-3: 90; RXF 393: 86; IGROV1: 64; SN12C: 61
